Source: PubChem
p53ts 39C tox = cytotoxicity in p53ts cells at nonpermissive temperature; AID 902; 1.5% of 130,000 active; Potency, µM (doses to about 46.1 µM), inactives show top-dose activity change, negative = cell killing, most hits filed as cytotoxic; H1299-p53A138V viability at 39C, ATP luminescence, 24 h; also: nearly all actives have a fitted effect of over 55% in size
IkB sig inh = suppresses IkB signaling in ABC-DLBCL reporter cells. ABC-DLBCL IkBa-CBG/CBR dual luciferase ratio, 4 h; response scale: scaled: untreated 0%, proteasome inhibitor 100%. 0.04% of 110,000 active. Potency, µM (doses to about 57.1 µM), inactives show at the top dose IkBa stabilization activation; active = well fitted curve in the direction sought with a large enough effect in the signal ratio, not every such curve was filed as active; inconclusive = small, poorly fitted or top-dose-only effect, or a change in a side signal; the % refers to the signal ratio;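 also: the direction sought is a rising ratio; 0% = basal untreated cells and 100% = reference inhibitor full response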
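In this assay, an IκBα–CBG68 fusion accumulates when IKK-driven degradation is blocked; native CBR normalizes for cell number. OCI-Ly3 cells were treated 4 h with compound and doxycycline, then green and red light read after Chroma-Glo addition.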
p53ts 32C kill = p53ts cell cytotoxicity, permissive temperature; H1299-p53A138V at 32C, ATP luminescence viability, 24 h; 0.93% of 130,000 active; Potency, µM (titrated, usually from 46.1 µM), for inactives: at the top dose activity change, negative = cytotoxicity, actives largely listed as cytotoxic;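 also: 0% = DMSO and -100% = full killing by reference compound; nearly all actives have a fitted effect of over 55% in size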
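ATP-content luminescence (ATPlite) read-out after 24 h compound exposure at 32C in H1299-p53A138V cells (600/well). Tested up to 46 uM. Normalized to DMSO (0%) and 100 uM tamoxifen (100% killing); Hill-fit AC50.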
Peg3 imprint = induces erasure of genomic imprints in mouse ES cells; AID 1948; Potency, µM (top dose mostly 60.7 µM), for inactives: at the highest dose activity change, positive = activation, most hits filed as activators; mouse ES Peg3-LacZ reporter, beta-gal luminescence, 40 h; 0.02% of 110,000 active;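 also: 0% = negative control wells on the plate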
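Gelatin-coated wells received 300 freshly trypsinized female ES cells with a Peg3LacZ-Neo reporter on the maternal allele, then incubated 40 hours at 37C. BetaGlo was added for 5 minutes at room temperature before a single luminescence read.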
Starred values were filed as active, the others as inactive; [ ] = remark or other dose. Unless noted, calls follow the shape of the dose curve; as a rule, active = well fitted curve in the direction sought with a large enough effect; inconclusive = small, poorly fitted or top-dose-only effect, or another doubt; inactive = no such curve, though single readings can be large; an effect the other way counts as inactive or inconclusive. Unless noted, % is scaled to controls: 0 for no effect and ±100 for the full control effect; potency is read from the fitted curve at half-maximal effect.

What do the screens show for `CCC1CCCCN1CC(=O)Nc1cc(C)c2c(=O)oc3ccccc3c2n1` (stereo unspecified)?
p53ts 39C tox: -1%; IkB sig inh: inconclusive; p53ts 32C kill: 12%; Peg3 imprint: 7%[10.9 µM]

What do the screens show for `CCOc1ccccc1NC(=O)C1CCN(S(=O)(=O)c2c(C)noc2C)CC1`?
p53ts 39C tox: 9%; IkB sig inh: -0.2%; p53ts 32C kill: -7%; Peg3 imprint: -7%

What do the screens show for `CCCS(=O)(=O)c1c(S(=O)(=O)CCC)c2c3ccccc3ccn2c1C(=O)OC`?
p53ts 39C tox: 21%; p53ts 32C kill: 0%

How did CC1CN(Cc2nc3c(c(=O)n(C)c(=O)n3C)n2CCCc2ccccc2)CC(C)O1 (stereo unspecified) do in these assays?
p53ts 39C tox: 15%; IkB sig inh: 0.7%; p53ts 32C kill: 12%; Peg3 imprint: 3%

How did O=C(COc1ccccc1)NCCc1nc2ccccc2[nH]1 do in these assays?
p53ts 39C tox: 17%; IkB sig inh: -0.2%; p53ts 32C kill: 3%; Peg3 imprint: -7%

What do the screens show for `CCC(=O)Nc1nc2ccc(NC(C)=O)cc2s1`?
p53ts 39C tox: -9%; IkB sig inh: 0.8%; p53ts 32C kill: -8%; Peg3 imprint: -19%

How did Cc1ccc2c(c1)N(C(=O)CCC(=O)Nc1ccccc1Cl)CC(C)O2 (stereo unspecified) do in these assays?
p53ts 39C tox: inconclusive; IkB sig inh: 0.1%; p53ts 32C kill: -7%; Peg3 imprint: inconclusive

What do the screens show for `COCCNC(=O)C(=O)NCC(c1cccnc1)N1CCN(c2ccccc2OC)CC1` (stereo unspecified)?
p53ts 39C tox: 6%; IkB sig inh: inconclusive; p53ts 32C kill: 7%; Peg3 imprint: -10%[10.9 µM]

What do the screens show for `CC(C)(C)C(=O)/C=C(\N)c1ccccn1`?
p53ts 39C tox: 6%; IkB sig inh: -2.2%; p53ts 32C kill: 2%; Peg3 imprint: 1%

Results for Cc1cnc(C)c(N2CCC(C(=O)NCc3cccs3)CC2)n1 ?
p53ts 39C tox: 4%; IkB sig inh: inconclusive; p53ts 32C kill: 10%; Peg3 imprint: 1%

How did COc1ccc(CNC(=O)C(=O)Nc2cc(Cl)ccc2OC)cc1 do in these assays?
p53ts 39C tox: -9%; IkB sig inh: -1.3%; p53ts 32C kill: -8%; Peg3 imprint: 11%[10.9 µM]

What do the screens show for `O=C(Nc1nnc(S(=O)(=O)N2CCCc3ccccc32)s1)c1cccc(Cl)c1`?
p53ts 39C tox: -9%; IkB sig inh: -0.2%; p53ts 32C kill: 6%; Peg3 imprint: -8%[10.9 µM]

Results for Cc1ccc2c(Sc3ccc(Cl)cc3)c(C(=O)N3CCC(C)CC3)[nH]c2c1 ?
p53ts 39C tox: -19%; IkB sig inh: -1.6%; p53ts 32C kill: -14%; Peg3 imprint: -11%[10.9 µM]

What do the screens show for `CCCOc1ccc(-c2nc(SCC(=O)c3ccc(Cl)cc3)n[nH]2)cc1`?
p53ts 39C tox: -6%; IkB sig inh: -2.9%; p53ts 32C kill: -5%; Peg3 imprint: -9%[10.9 µM]

How did COc1ccc(NC(=O)C(=O)NCC(c2ccc3c(c2)OCO3)N2CCN(C)CC2)cc1 (stereo unspecified) do in these assays?
p53ts 39C tox: -15%; IkB sig inh: inconclusive; p53ts 32C kill: -10%; Peg3 imprint: -9%[10.9 µM]

Part of the list above in order of molecular weight, highest first:
What do the screens show for `CCCS(=O)(=O)c1c(S(=O)(=O)CCC)c2c3ccccc3ccn2c1C(=O)OC`?
p53ts 39C tox: 21%; p53ts 32C kill: 0%

What do the screens show for `O=C(Nc1nnc(S(=O)(=O)N2CCCc3ccccc32)s1)c1cccc(Cl)c1`?
p53ts 39C tox: -9%; IkB sig inh: -0.2%; p53ts 32C kill: 6%; Peg3 imprint: -8%[10.9 µM]

How did CC1CN(Cc2nc3c(c(=O)n(C)c(=O)n3C)n2CCCc2ccccc2)CC(C)O1 (stereo unspecified) do in these assays?
p53ts 39C tox: 15%; IkB sig inh: 0.7%; p53ts 32C kill: 12%; Peg3 imprint: 3%

What do the screens show for `CCCOc1ccc(-c2nc(SCC(=O)c3ccc(Cl)cc3)n[nH]2)cc1`?
p53ts 39C tox: -6%; IkB sig inh: -2.9%; p53ts 32C kill: -5%; Peg3 imprint: -9%[10.9 µM]

Results for Cc1cnc(C)c(N2CCC(C(=O)NCc3cccs3)CC2)n1 ?
p53ts 39C tox: 4%; IkB sig inh: inconclusive; p53ts 32C kill: 10%; Peg3 imprint: 1%

What do the screens show for `CC(C)(C)C(=O)/C=C(\N)c1ccccn1`?
p53ts 39C tox: 6%; IkB sig inh: -2.2%; p53ts 32C kill: 2%; Peg3 imprint: 1%

Further structures follow.
How did Cn1cccc1/C=N/NC(=O)C12CC3CC(CC(C3)C1)C2 do in these assays?
p53ts 39C tox: 1%; p53ts 32C kill: inconclusive

What do the screens show for `CCOC(=O)N1CCN(CC(=O)Nc2c(C(=O)OC)[nH]c3ccccc23)CC1`?
p53ts 39C tox: -3%; IkB sig inh: -0.4%; p53ts 32C kill: -2%; Peg3 imprint: -10%

What do the screens show for `CCOc1ccc(/C(O)=C2/C(=O)C(=O)N(CCOCCO)C2c2ccccc2)cc1` (stereo unspecified)?
p53ts 39C tox: -2%; IkB sig inh: -7.5%; p53ts 32C kill: -3%; Peg3 imprint: -6%

How did COCCn1c(C)cc(C(=O)CSc2ccc(NC(C)=O)cc2)c1C do in these assays?
p53ts 39C tox: 13µM*; IkB sig inh: 0.9%; p53ts 32C kill: inconclusive; Peg3 imprint: -35%[inhibitor]

Results for Cc1nc2ncnn2c(N2CCN(C(=O)Cc3cccs3)CC2)c1C ?
p53ts 39C tox: 5%; IkB sig inh: 1.8%; p53ts 32C kill: 4%; Peg3 imprint: -17%

Results for COc1ccc(N2C(=O)C3CCCN3C2c2cccs2)cc1 (stereo unspecified) ?
p53ts 39C tox: -4%; IkB sig inh: 3.5%; p53ts 32C kill: -3%; Peg3 imprint: -14%

How did CCOC(=O)CN(C(=O)CSc1nnc(COc2ccc(OC)cc2)n1C)c1ccccc1 do in these assays?
p53ts 39C tox: 11%; IkB sig inh: 4.4%; p53ts 32C kill: -3%; Peg3 imprint: -6%

What do the screens show for `CCCn1c(C)nc2c(N(CCN(CC)CC)CCN(CC)CC)nc(C)nc21`?
p53ts 39C tox: -8%; p53ts 32C kill: -11%; Peg3 imprint: 1%

Results for CC1CC(=O)N(CC(=O)Nc2ccc(F)cc2F)c2ccccc2S1 (stereo unspecified) ?
p53ts 39C tox: -3%; IkB sig inh: inconclusive; p53ts 32C kill: -2%; Peg3 imprint: -12%[10.9 µM]

How did CC1CN=C(c2cccn2Cc2ccc(F)cc2Cl)O1 (stereo unspecified) do in these assays?
p53ts 39C tox: -5%; IkB sig inh: 0.0%; p53ts 32C kill: -11%; Peg3 imprint: 18%

Results for Cc1cccnc1NC(=O)c1ccc2nc(N)sc2c1 ?
p53ts 39C tox: inconclusive; IkB sig inh: 3.5%; p53ts 32C kill: -17%; Peg3 imprint: 0%

What do the screens show for `COc1ccc(-n2c(=O)c(-c3ccc(F)c(F)c3)nc3cncnc32)cc1`?
p53ts 39C tox: 9%; IkB sig inh: -1.7%[11.4 µM]; p53ts 32C kill: 7%; Peg3 imprint: -9%

What do the screens show for `Cc1csc2nc(=O)c3ccccc3n12`?
p53ts 39C tox: 6%; IkB sig inh: inconclusive; p53ts 32C kill: 3%; Peg3 imprint: -9%

Results for C=CCn1c(N2CCCC2)nc2c1c(=O)[nH]c(=O)n2C ?
p53ts 39C tox: 7%; IkB sig inh: 0.5%; p53ts 32C kill: -5%

How did O=C(C1CCN(S(=O)(=O)c2ccc(-n3cnnn3)cc2)CC1)N1CCN(c2ccccc2)CC1 do in these assays?
p53ts 39C tox: -2%; IkB sig inh: 3.1%; p53ts 32C kill: -10%

Results for CC(C)CCN(C)C1CCN(S(=O)(=O)c2cccc(C(F)(F)F)c2)CC1 ?
p53ts 39C tox: 1%; IkB sig inh: 1.9%; p53ts 32C kill: -7%; Peg3 imprint: -10%

What do the screens show for `CCOc1ccc(CCNC(=O)c2cc3sc(CC)cc3n2C)cc1OCC`?
p53ts 39C tox: -19%; IkB sig inh: inconclusive; p53ts 32C kill: 2%; Peg3 imprint: 8%[10.9 µM]

How did COC(=O)c1c(C)oc2c1cc(NS(=O)(=O)c1c(C)cc(C)cc1C)c1ccccc12 do in these assays?
p53ts 39C tox: -19%; IkB sig inh: inconclusive; p53ts 32C kill: 7%; Peg3 imprint: -19%[10.9 µM]

What do the screens show for `C=Cc1c(C)/c2[n-]/c1=C\c1[n-]c(c(CC)c1C)/C=c1\[n-]c3c(c1C)C(=O)C(C(=O)[O-])C=3c1[n-]c(c(C)c1CCC(=O)[O-])\C=2.[Cu].[Na+].[Na+]` (stereo unspecified)?
p53ts 39C tox: -5%; p53ts 32C kill: -18%; Peg3 imprint: -16%

What do the screens show for `O=C(CNS(=O)(=O)c1ccc(C(=O)N2CCCCC2)cc1)N1CCCCC1`?
p53ts 39C tox: -15%; IkB sig inh: 1.1%; p53ts 32C kill: 3%; Peg3 imprint: -18%

What do the screens show for `CCCCCN1C2=NCCN2c2ccccc21`?
p53ts 39C tox: 5%; p53ts 32C kill: 0%

What do the screens show for `Cc1cccc(NC(=O)/C(C#N)=C/c2ccc(C)o2)c1`?
p53ts 39C tox: inconclusive; IkB sig inh: inconclusive; p53ts 32C kill: -23%; Peg3 imprint: -17%[10.9 µM]

Results for CCOC(=O)CSc1nnc(CNC(=O)c2ccc(OC)cc2)n1-c1ccc(OC)cc1 ?
p53ts 39C tox: 0%; IkB sig inh: -1.3%; p53ts 32C kill: -6%; Peg3 imprint: -12%

Results for CCN(CC)S(=O)(=O)c1ccc2nnn(OCC(=O)Nc3cccc(C#N)c3)c2c1 ?
p53ts 39C tox: inconclusive; IkB sig inh: inconclusive; p53ts 32C kill: 16%; Peg3 imprint: -16%

What do the screens show for `CN(C)[C@H]1C(=O)C(C(=O)NCN2CCCC2)=C(O)[C@]2(O)C(=O)C3=C(O)c4c(O)cccc4[C@](C)(O)[C@H]3C[C@H]12`?
p53ts 39C tox: 13%[9.22 µM]; IkB sig inh: -1.3%[11.4 µM]; p53ts 32C kill: 4%[9.22 µM]; Peg3 imprint: 7%[10.9 µM]

What do the screens show for `CC(=O)c1ccc(NC(=O)CSC2=Nc3ccccc3N=C(c3ccc(F)cc3)C2)cc1`?
p53ts 39C tox: 0%; IkB sig inh: inconclusive; p53ts 32C kill: 1%; Peg3 imprint: -8%[10.9 µM]

What do the screens show for `COc1ccc(NC(=O)Cn2nnc3sc4c(c3c2=O)CCC(C)C4)c(OC)c1` (stereo unspecified)?
p53ts 39C tox: -11%; IkB sig inh: inconclusive; p53ts 32C kill: 0%; Peg3 imprint: 17%[10.9 µM]

How did CC(=O)Nc1ccc(S(=O)(=O)Nc2ccc(S(=O)(=O)N3CCCCCC3)cc2)cc1 do in these assays?
p53ts 39C tox: 8%; IkB sig inh: -1.2%; p53ts 32C kill: 2%; Peg3 imprint: -10%

What do the screens show for `Cc1c(Cl)cccc1-n1ncc(C(=O)Nc2ccc3c(c2)OCCO3)c1C1CCN(C(=O)OC(C)(C)C)CC1`?
p53ts 39C tox: 8%; IkB sig inh: inconclusive; p53ts 32C kill: 13%; Peg3 imprint: -2%[10.9 µM]

What do the screens show for `Cc1cc(=O)n2nc(N3CCC(C(=O)Nc4ccc(C)c(Cl)c4)CC3)sc2n1`?
p53ts 39C tox: 2%; IkB sig inh: inconclusive; p53ts 32C kill: 1%; Peg3 imprint: 4%[10.9 µM]

What do the screens show for `COc1ccccc1-c1c(C)nn2c(N3CCCCCC3)cc(C)nc12`?
p53ts 39C tox: 9%; IkB sig inh: inconclusive; p53ts 32C kill: 30%; Peg3 imprint: -27%

What do the screens show for `Cc1nc2ccn(Cc3cccnc3)c(=O)c2cc1C(=O)N1CCN(c2ccc(F)cc2)CC1`?
p53ts 39C tox: 3%; IkB sig inh: -1.2%; p53ts 32C kill: -1%; Peg3 imprint: -3%[10.9 µM]

Results for CCCCc1nn2c(=O)cc(COC(=O)c3cccc(NC(=O)COc4ccccc4)c3)nc2s1 ?
p53ts 39C tox: 0%; IkB sig inh: inconclusive; p53ts 32C kill: -4%; Peg3 imprint: 7%[10.9 µM]
